Screens deposited in PubChem BioAssay by National Center for Advancing Translational Sciences (NCATS).
Pin1 inhibitor: qHTS Assay to Find Inhibitors of Pin1; AID 504891, 2011; Peptidyl-prolyl cis-trans isomerase NIMA-interacting 1 (Homo sapiens), Q13526; Pin1 FP peptide displacement, HiFluor488, 10 min; Potency, µM (doses to about 115 µM), for inactives: top-dose activity, negative = inhibition, usual class: inhibitors; hit rate 0.009% among 390,000; active = well fitted inhibition curve with a large enough effect in the polarisation, with a control signal flat, not every such curve was filed as active; inconclusive = small, poorly fitted or top-dose-only effect, or effect the other way, or a change in a side signal; inactive = no such curve, though single readings can be large or run the other way; the % refers to the polarisation; note: % is set by controls: 0 for no effect and ±100 for the full control effect
GLS inhibitor: qHTS for Inhibitors of Glutaminase (GLS); Potency, µM (highest dose often 45.5 µM), inactives show top-dose activity change, negative = inhibition, actives largely listed as inhibitors; GLS enzymatic activity, qHTS titration; Glutaminase kidney isoform, mitochondrial (Homo sapiens), O94925; hit rate 0.21% among 410,000; AID 624170, 2012; note: % is set by controls: 0 for no effect and ±100 for the full control effect
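hKGA in 45 mM KH2PO4 (pH 8.2), 0.02% Tween-20 with compound, then 1mM L-Glutamine (stock as added) plus glutamate oxidase/HRP/Amplex red coupling mix. Fluorescence read initially and after 30 min at RT; signal change reflects glutamate formation.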
G9a inh: qHTS Assay for Inhibitors of Histone Lysine Methyltransferase G9a; Histone-lysine N-methyltransferase EHMT2 (Homo sapiens), Q96KQ7; G9a H3K9 monomethylation, AlphaScreen, 2 h; Potency, µM (series often up to 102 µM), for the others: at the highest dose activity, negative = inhibition, hits mostly inhibitors; hit rate 8.8% among 350,000; note: % is set by controls: 0 for no effect and ±100 for the full control effect; nearly all actives have a fitted effect of over 75% in size
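G9a (20 nM) preincubated 15 min RT with compounds, then 500 nM biotinylated H3K9 peptide and 20 uM SAM added; 2 h RT reaction. Monomethyl-H3K9 product detected by AlphaScreen with anti-H3K9me1 antibody, streptavidin donor and anti-rabbit IgG acceptor beads.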
JMJD2A Tudor: qHTS Assay for Inhibitors of JMJD2A-Tudor Domain. Lysine-specific demethylase 4A (Homo sapiens), O75164. hit rate 4.4% among 390,000. Potency, µM (doses to about 114 µM), for inactives: at the top dose activity change, negative = inhibition, usual class: inhibitors. AlphaScreen JMJD2A-Tudor / H3K4me3 peptide binding; note: % is set by controls: 0 for no effect and ±100 for the full control effect; nearly all actives have a fitted effect of over 50% in size
HP1b binding inh: HTS for Inhibitors of HP1-beta Chromodomain Interactions with Methylated Histone Tails; AID 540317, 2011; AlphaScreen HP1-beta / biotin-H3K9me3 peptide binding; Potency, µM (top dose mostly 114 µM), for inactives: at the highest dose activity change, negative = inhibition, actives largely listed as inhibitors; hit rate 0.56% among 390,000; note: nearly all actives have a fitted effect of over 70% in size; inactives centre near 23
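AlphaScreen: HP1-beta (50 nM) preformed 30 min with biotin-H3(1-18)K9me3 peptide (50 nM) in PBS pH 7.4, 0.01% Tween-20. Compound added for 30 min at RT, then streptavidin donor/nickel chelate acceptor beads (10 ug/mL) for 30 min.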
BAZ2B block: qHTS Assay for Inhibitors of BAZ2B; Bromodomain adjacent to zinc finger domain protein 2B (Homo sapiens), Q9UIF8; AlphaScreen BAZ2B-H3K14Ac peptide displacement; Potency, µM (doses to about 114 µM), without a hit: at the top dose activity change, negative = inhibition, usual class: inhibitors; hit rate 4.4% among 360,000; AID 504333, 2011; note: % is set by controls: 0 for no effect and ±100 for the full control effect; nearly all actives have a fitted effect of over 60% in size
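BAZ2B 50 nM plus b-H3(5-23)K14Ac 50 nM, PBS pH 7.4/0.01% Tween-20, 30 min RT; compound added (max 110 uM), 30 min RT; streptavidin donor/Ni-chelate acceptor beads 10 ug/mL final, 20 min dark; AlphaScreen read.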
BLM helicase inh: qHTS Assay for Inhibitors of Bloom's syndrome helicase (BLM). AID 2528, 2010. Potency, µM (doses to about 56.1 µM), for inactives: top-dose activity change, negative = inhibition, hits mostly inhibitors. hit rate 0.2% among 350,000. recombinant BLM DNA unwinding, fluorescence dequenching;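 note: plate controls were vehicle for no effect and no enzyme for full effect; nearly all actives have a fitted effect of over 35% in size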
Pol iota inh: qHTS for Inhibitors of Polymerase Iota; AID 588590, 2011; hit rate 1% among 390,000; Pol iota fluorescent replication assay, 10 min; DNA polymerase iota (Homo sapiens), Q9UNA4; Potency, µM (doses to about 115 µM), without a hit: top-dose activity, negative = inhibition, most hits filed as inhibitors
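Fluorescent replication assay read twice, at 0 min and 10 min after adding 50 nM (final) substrate. Enzyme (10 nM) and compounds were first incubated 15 min at room temperature; enzyme-free buffer wells were negative controls.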
Tb PGK inh: qHTS Assay to Find Inhibitors of Phosphoglycerate Kinase | Phosphoglycerate kinase, glycosomal (Trypanosoma brucei brucei), P07378 | PGK/GAPDH coupled, Kinase-Glo luminescence, 60 min | Potency, µM (series often up to 57.5 µM), inactives show at the top dose activity change, negative = inhibition, actives largely listed as inhibitors | hit rate 0.043% among 380,000; note: % is set by controls: 0 for no effect and ±100 for the full control effect; nearly all actives have a fitted effect of over 60% in size
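Luminescent ATP detection (Kinase-Glo Plus) follows a 60-minute room-temperature incubation, with wells lacking PGK as controls. Buffer: 100 mM TEA (pH 7.6), 5 mM MgCl2, 0.01% Tween-20. Coupling enzyme GAPDH (100 nM final) supplies unstable 1,3-BPG in-well.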
* hit, by the source's call; i = inactive; u = inconclusive; x = not tested or not shown; & = joins results of further samples; [ ] = another dose, or the depositor's remark. Unless noted, calls come from the whole dose curve; as a rule, active = well fitted curve in the direction sought with a large enough effect; inconclusive = small, poorly fitted or top-dose-only effect, or another doubt; inactive = no such curve, though single readings can be large; an effect the other way counts as inactive or inconclusive. Potency is the fitted concentration of half-maximal effect.

No. | SMILES | BLM helicase inh | Pol iota inh | Pin1 inhibitor | GLS inhibitor | Tb PGK inh | JMJD2A Tudor | G9a inh | BAZ2B block | HP1b binding inh
1 | CCOc1cc(/C=N/N=C(\N)c2nonc2N)cc(Br)c1OCc1cccc2ccccc12 | 1% | 5% | -10% | -3% | -7% | -6%[57.1 µM] | -2% | 8% | 34%
2 | CCOC(=O)COc1ccc2c(=O)cc(-c3ccccc3)oc2c1 | 3% | 30% | -6% | 1%&-9%&1% | 0% | -9% | x | 2% | 30%
3 | CCOC(=O)N1CCN(C(=O)Cc2cccs2)CC1 | -1% | 2% | 1% | 6% | i | -4% | -34%[12.7 µM] | -5% | 20%
4 | CCSc1nc(-c2ccccc2F)nc2c1Cc1c(CO)cnc(C)c1O2 | 2% | -5% | 19% | -1% | -6% | 16% | -8%[59 µM] | -3% | 54%[activator]
5 | COc1ccc(-c2noc(CCC(=O)N3CCN(c4cc(C)ccc4C)CC3)n2)cc1 | -7% | 16% | 52%[activator] | -2% | -5% | 3% | 12%[12.7 µM] | -3% | 41%[activator]
6 | COc1ccc(CCNC(=O)CN2C(=O)C(=O)N(C3CCCC3)C2=O)cc1OC | x | 42%[activator] | 0% | 4% | i | -2% | u | 2% | 33%
7 | Cc1cc(C)cc(NC(=O)CN(C)S(=O)(=O)c2cnc[nH]2)c1 | 0% | 7% | 0% | 5% | 0% | -13% | 4%[59 µM] | 3% | 29%
8 | COc1ccccc1N1CCN(C(=O)c2ccc(CN3CCOCC3)cc2)CC1 | -2% | 5% | 5% | 3% | 1% | -16% | -5% | 4% | 21%
9 | Cc1cccnc1NC(=O)C(c1ccccc1)c1ccccc1 | -1% | 6% | -2% | -12% | 0% | -22% | -24% | -24% | 1%
10 | Cc1ccc(NC(=O)NCCN2CCN(c3ccccc3)CC2)cc1Cl | -1% | 29% | -2% | -14% | -9% | -15% | -4% | -2% | 27%
11 | CC(=O)c1ccc(Nc2cc(C)nc3nc(Cc4ccccc4)nn23)cc1 | 4% | 21% | -8% | 4% | -10% | -23% | u | -7% | 12%
12 | COc1ccc(Nc2c(-c3ccc(N4CCOCC4)cc3)nc3ncccn23)cc1OC | -1% | 18% | -6% | 23% | i | -35% | -44%[59 µM] | u | -6%
13 | Cc1cccc(/C=C\c2nc3ccccc3c(=O)[nH]2)c1 | -5% | 2% | -8% | -9% | -6% | -17% | -5%[59 µM] | 2% | 25%
14 | Cc1ccc2c(c1)C(=O)N1[C@H]3c4cc(Cl)ccc4OC[C@@H]3[C@H](c3ccccc3)[C@]1(C)C(=O)N2 | x | -24% | 13% | -2% | -2% | -22% | x | x | 18%
15 | CN(C)CCN(C(=O)/C=C/c1cccs1)c1nc2ccc(F)cc2s1 | -8% | -17% | 1% | 14% | -1% | -25% | -49%[59 µM] | -31% | -2%
16 | COc1ccccc1N(C(=O)c1snc(C(N)=O)c1N)C(C(=O)NC1CCCC1)c1ccc(N(C)C)cc1 (stereo unspecified) | -6% | 5% | -1% | -13% | -9% | u | -6% | 35µM* | -28%
17 | Cc1ccc(CNC(=O)/C=C/c2ccc(Br)o2)cc1 | -6% | 108%[activator] | 3% | 6% | 8% | -2% | 1.4µM* | u | 16%
18 | C#CC(C)(CC)NC(=O)Cn1nnc(-c2cccc(C(F)(F)F)c2)n1 (stereo unspecified) | -11% | 32%[activator] | -12% | 3% | -7% | -10% | 2%[59 µM] | 0% | 30%
19 | CCC1CCCCN1CCCNC(=O)CNC(=O)c1nn(-c2ccc(OC)cc2)c(=O)c2ccccc12 (stereo unspecified) | -4% | 102%[activator] | 2% | -10% | i | -6% | 1% | 1% | 14%
20 | COc1ccc(S(=O)(=O)N2CCN(c3ccccc3)CC2)cc1-c1noc(C)n1 | -4% | 15% | -7% | -4% | -10% | -14% | 5%[59 µM] | -5% | 39%[activator]
21 | CC(C)(C)NC(=O)CN(Cc1ccc2c(c1)OCO2)C(=O)CNS(=O)(=O)c1ccccc1 | -3% | 155%[activator] | -9% | -5% | -1% | 79µM* | 17% | 0% | 6%
22 | COCCNC(=O)c1ccc(NS(=O)(=O)c2cc(C)ccc2C)cc1 | 0% | 26% | 1% | -18% | -9% | -25% | u | 1% | 28%
23 | CCC(=O)N1c2ccccc2CC1C(=O)NCCc1ccc(Cl)cc1 (stereo unspecified) | -1% | 29% | 10% | -8% | -2% | -9% | 16%[59 µM] | -10% | 41%[activator]
24 | O=C(CSc1nnc2ccccn12)Nc1ccc2c(c1)OCCO2 | 1% | 57%[activator] | -1% | 2% | 8% | 0% | 0% | 12% | 28%
25 | COC(=O)c1sc2nc3c(cc2c1N)COC(C)(C)C3 | -6% | 1% | 0% | 2% | -10%[11.5 µM] | 14% | 50µM* | -3% | 42%[activator]
26 | NS(=O)(=O)c1ccc(NC(=O)COC(=O)c2ccc([N+](=O)[O-])s2)cc1 | -14% | 79µM* | u | -7% | 4% | -4%[11.4 µM] | 5%[59 µM] | -23% | 42%[activator]
27 | CN(CC(=O)Nc1ccc(F)c(F)c1F)C(=O)c1nn(Cc2ccccc2)c(=O)c2ccccc12 | x | 9% | 0% | 0% | -8% | -13% | x | x | 28%
28 | O=C(CN(Cc1ccco1)C(=O)c1ccc(Cl)cc1)Nc1c(Cl)cc(Cl)cc1Cl | -1% | 69%[activator] | 1% | 0% | -10% | 0% | 13%[59 µM] | -2% | 17%
29 | O=c1c2ccccc2[nH]c(=S)n1CCN1CCN(Cc2ccccc2)CC1 | 4% | 3% | -9% | 29% | i | u | u | -8% | 1%
30 | O=C(CN1CCOCC1)NCC12CC3CC(CC(C3)C1)C2 | 3% | 0% | -10% | 17% | 4% | -15% | -33% | 8% | 28%
31 | Cc1cc(NS(=O)(=O)c2ccc(NS(=O)(=O)c3cc(C)c(Cl)cc3Cl)cc2)no1 | -4% | 2% | -9% | -9% | 1% | -4% | -8%[12.7 µM] | -8% | 23%
32 | Cc1ccc(NC(=O)CCN2CCN(CCO)CC2)cc1Br | -6% | 2% | -1% | 2% | i | -12% | u | -12% | 54%[activator]
33 | Cc1cccn2c(=O)c3cc(S(=O)(=O)c4ccc(Br)cc4)c(=N)n(C4CCCC4)c3nc12 | -2% | 8% | 0% | -5% | 4% | -5% | -6% | -15% | 21%
34 | CCOc1ccc(S(=O)(=O)N(CCO)CCO)cc1-c1nc2c(C(C)(C)C)nn(C)c2c(=O)[nH]1 | 1% | -2% | -3% | 10% | -2% | -12% | -2% | 6% | 13%
35 | CCN1CCN(S(=O)(=O)c2ccc(Cl)c(C(=O)Nc3ccc(OC(F)F)cc3)c2)CC1 | -7% | 0% | -5% | -4% | 0% | -27% | x | -14% | 30%
36 | CN(C)CCCN(C(=O)c1ccc2c(c1)CCCC2)c1nc2ccc(Cl)cc2s1 | -3% | 3% | 1% | 11% | 5% | 40µM* | u | u | -38%
37 | COc1ccc(NS(=O)(=O)c2cc(C(=O)N(C)CCc3ccccn3)ccc2Cl)cc1 | x | 12% | 2% | 12% | -2% | -13% | x | x | 67%[activator]
38 | C/C(=N\NC(=O)c1ccncc1)C12CC3CC(CC(C3)C1)C2 | -3% | 21% | 1% | 10% | 0% | -3% | -2%[59 µM] | -4% | 37%[activator]
39 | COc1ccc(CCN2C(=O)NC(NC(=O)CC(C)C)(C(F)(F)F)C2=O)cc1OC (stereo unspecified) | -8% | 33%[activator] | 1% | 11% | i | -23% | -6%[59 µM] | -7% | 8%
40 | COc1ccc(NC(=O)CSc2ccccc2)cc1S(=O)(=O)N1CCOCC1 | -5% | 24% | -1% | -4% | -3% | -8% | 1%[12.7 µM] | -3% | 26%
41 | Cc1nn(C)c(C)c1CNC(=O)/C=C/c1ccccc1F | 2% | 1% | 0% | -8% | -6% | 5% | 13% | 2% | -3%
42 | OC12CCCCC1C(c1ccc3c(c1)OCO3)N(Cc1ccc(F)cc1)CC2 (stereo unspecified) | -4% | 3% | 0% | 4% | -4% | -20% | u | 0% | 25%
43 | COC(=O)c1sccc1-c1ccc(/C=N/OC(=O)c2cccs2)o1 | -7% | 28% | 11% | -4% | 10% | 1% | 4% | 17% | 43%[activator]
44 | Cc1cc(=O)n2c(sc3ccccc32)c1C#N | 0% | -22% | -1% | 0% | i | -7% | 0% | -8% | 46%[57 µM]
45 | COc1ccc(NC(=O)CN(C)C(=O)c2ccc3ccccc3n2)cc1 | x | 33%[activator] | -8% | 3% | -3% | -20% | x | x | -10%
46 | O=S(=O)(c1ccc(S(=O)(=O)N2CCCC3(CCCCC3)C2)cc1)N1CCCCC1 | 0% | u | -2% | -8% | -1% | -3% | 4% | 1% | 32%
47 | CCOc1ccc(CCNC(=O)c2ccc3c(c2)N(Cc2cccc(Cl)c2)C(=O)c2ccccc2S3(=O)=O)cc1OCC | -6% | 17% | 11% | 4% | i | -22% | -33%[59 µM] | 2% | 61%[activator]
48 | Cn1nnnc1SCC(=O)Nc1ccccc1C(=O)NCc1ccccc1 | 0% | -8% | 3% | 0% | x | -14% | 26%[12.7 µM] | -4% | 25%
49 | CCOC(=O)C1=C(c2ccccc2)OC(N)=C(C#N)C1c1cccnc1 (stereo unspecified) | -7% | 119%[activator] | 4% | -9% | 0% | -14% | u | -11% | 23%
50 | CCCOc1ccc(C(=O)NCCO)cc1 | -7% | 7% | 1% | 4% | -5% | -7% | 5%[59 µM] | 9% | 13%

Only part of the results is shown, so the mix of outcomes need not match the whole.
